From PubChem
m5-HT2A agonist = mouse HTR2A agonism via beta-arrestin recruitment. P35363. CHO-K1 mHTR2A beta-arrestin complementation, luminescence; percent of 30 µM serotonin response. activation, % at 7.6 µM. 360,000 tested, 0.66% active. AID 624169;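 active = activation above a run cutoff, the mean activation of all tested compounds plus 3 SD, cut at about 14% in these data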;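 note: 0% = plate median of compound wells and 100% = 30 µM serotonin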
Target sequence (P35363 whole entry, looked up): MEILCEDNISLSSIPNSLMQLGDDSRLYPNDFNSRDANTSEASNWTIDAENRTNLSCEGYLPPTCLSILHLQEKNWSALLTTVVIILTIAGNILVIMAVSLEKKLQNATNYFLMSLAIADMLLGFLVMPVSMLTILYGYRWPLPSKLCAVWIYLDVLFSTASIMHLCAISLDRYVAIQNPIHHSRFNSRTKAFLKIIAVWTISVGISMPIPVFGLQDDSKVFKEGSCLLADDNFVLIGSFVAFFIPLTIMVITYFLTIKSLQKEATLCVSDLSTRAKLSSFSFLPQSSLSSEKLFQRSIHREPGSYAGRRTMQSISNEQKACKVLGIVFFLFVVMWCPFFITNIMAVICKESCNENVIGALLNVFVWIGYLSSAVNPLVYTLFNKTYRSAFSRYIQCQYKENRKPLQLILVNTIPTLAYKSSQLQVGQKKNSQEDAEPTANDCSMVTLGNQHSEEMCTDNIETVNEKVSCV
PDI inh = PDI (human) enzyme inhibition. 350,000 tested, 0.052% active. inhibition, % at 10 µM. PDI insulin aggregation turbidity, A650, 90 min. P07237;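 active = mean inhibition across replicates of 30% or more, whatever share of single replicates reach that level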;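 note: absorbance from insulin aggregation driven by PDI reduction with DTT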
Target sequence (P07237 whole entry, looked up): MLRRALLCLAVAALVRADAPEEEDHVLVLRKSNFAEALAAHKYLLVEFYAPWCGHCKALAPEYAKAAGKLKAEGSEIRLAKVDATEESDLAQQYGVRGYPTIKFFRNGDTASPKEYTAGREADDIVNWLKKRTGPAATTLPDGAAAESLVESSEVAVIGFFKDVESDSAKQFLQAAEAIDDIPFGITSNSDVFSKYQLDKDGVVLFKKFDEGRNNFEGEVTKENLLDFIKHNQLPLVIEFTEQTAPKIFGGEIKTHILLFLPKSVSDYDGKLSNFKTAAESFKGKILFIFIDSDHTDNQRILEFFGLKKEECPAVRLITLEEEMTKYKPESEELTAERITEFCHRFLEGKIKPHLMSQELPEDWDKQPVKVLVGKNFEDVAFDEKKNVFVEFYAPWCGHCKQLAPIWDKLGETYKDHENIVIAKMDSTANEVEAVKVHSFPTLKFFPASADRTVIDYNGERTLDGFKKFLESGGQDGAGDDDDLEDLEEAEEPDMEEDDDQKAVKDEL
Vif inh = blocks HIV Vif function; HEK293T cells, Vif self-association by quenched fluorescence, imaging, 24 h; inhibition, % at 7.49 µM; 340,000 tested, 0.35% active; AID 602346; in the data active = inhibition above about 50%, passing the limit was not always enough; note: some results filed as inactive read as strong as hits
CaV13 ICDI inh = Primary screen for inhibitors of IQ motif and Ca2+-dependent inactivation inhibitor domain binding in CACNA1D, Förster resonance energy transfer in living cells, …. HEK cells, CFP/YFP FRET ICDI-IQ, plate reader, 10 min; percent FRET-ratio fall versus neutral wells. inhibition, % at 12.3 µM. 340,000 tested, 0.098% active;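 active = mean replicate inhibition of at least 30% and at least 1% of replicates passing that level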;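 note: 0% = median of the neutral control wells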
MC4R barr agon = human MC4R agonism via beta-arrestin. 360,000 tested, 0.98% active. AID 540308. P32245. U2OS MC4R beta-arrestin complementation, luminescence; percent of melanotan II response, DMSO zero. activation, % at 8.9 µM;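 active = activation above a per-plate cutoff, the mean activation of sample wells on that plate plus 3 SD, cut at about 8% in these data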
aDG glyco act = increases alpha dystroglycan glycosylation; Pro5-aDG cells, alpha-DG glycosylation AlphaScreen (IIH6); 0% Pro5, 100% B10-LARGE cell signal; activation, % at 10 µM; 360,000 tested, 0.22% active; AID 624168;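 active = activation of at least 8% versus controls, or a plate z-score of at least 8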;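 note: Pro5 are CHO cells carrying HIG-tagged alpha-DG that lacks glycosylation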
ABCB6 inh 2 = human ABCB6 transporter inhibition; fluorescence ratio to DMSO, % at 10 µM; 360,000 tested, 0.19% active; Q9NP58; K562-ABCB6 porphyrin accumulation, flow cytometry, 1 h; stronger effect = lower value;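 active = fluorescence ratio to DMSO below 75%, the collection mean minus 3 SD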;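 note: signal is porphyrin accumulated inside mitochondria; 100% equals median channel fluorescence of DMSO control wells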
N-glyco inh = N-linked glycosylation inhibition | reporter increase, % at 12.5 µM | 360,000 tested, 0.23% active | D54 ERlucT glycosylation luciferase reporter, 24 h; percent of 100 nM tunicamycin response;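 active = mean luciferase reporter signal, scaled so untreated is 0 and the glycosylation-blocking control 100, at or above a set limit in every replicate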;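 note: luciferase carries N-glycosylation sites so blocking glycosylation raises the light; 0% = median of neutral control wells and 100% = median of 100 nM tunicamycin wells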
Cardio protect = myocardial damage modulation in H9c2 cells | 360,000 tested, 0.63% active | H9c2 cardiomyocytes, H2O2 injury protection, ATPLite, 2 h | protection from H2O2 cell death, % at 20 µM;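 active = compounds giving at least 50% protection of heart cells from peroxide-induced death in the single-dose screen, raw or plate-pattern-corrected value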;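 note: 0% = DMSO wells with peroxide and 100% = DMSO wells without peroxide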
MC4R antag cAMP = antagonists of human melanocortin 4 receptor (MC4R). inhibition, % at 6.5 µM. MC4R-expressing cells, MTII-stimulated cAMP, LANCE TR-FRET. P32245. 360,000 tested, 0.48% active;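 active = inhibition above its plate's cutoff, the mean of tested wells on that plate plus 3 SD, cut at about 29% in these data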;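 note: 0% = Melanotan II alone and 100% = Melanotan II plus saturating MCL0020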
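material = U2OS cells stably expressing human melanocortin 4 receptor (MC4R) | also added = Melanotan II challenge | dosing = single nominal compound dose of 6.5 µM | detection = TR-FRET with Eu-cAMP and labeled anti-cAMP, 671 nm | replication = singlicate | timing = compound 30 min, challenge 1 h, detection 1 h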
The depositor's hits bear a star; / = not tested or not shown; & = joins results of further samples.

Second line of a record – m5-HT2A agonist | PDI inh | Vif inh | CaV13 ICDI inh | MC4R barr agon | aDG glyco act | ABCB6 inh 2 | N-glyco inh | Cardio protect | MC4R antag cAMP
COc1ccccc1CNC(=O)c1c(-c2ccccc2)nn(-c2ccccc2)c1C
→ -1 | 2 | -2 | -5 | -1.9 | -0.1 | 88 | -3 | 8 | 9
Cc1cc(NS(=O)(=O)c2ccc(NC(=O)COc3ccc(Br)cc3)cc2)nc(C)n1
→ 12 | 8 | -2 | -3 | -0.3 | 0.1 | 93 | 2 | -2 | 3
O=C(NCCc1ccc(C(F)(F)F)cc1)C1CCC(=O)N(C2CC2)C1 (stereo unspecified)
→ 0 | 8 | 1 | / | -1.7 | -0.2 | 95 | 1 | 2 | 13
CCNC(=S)Nc1scc(-c2ccccc2)c1C(=O)OCC
→ -2 | 3 | 4 | -2 | 2.2 | 0.1 | 96 | 4 | 2 | 2
CC[C@H](C)C1NC(=O)[C@H](CC(=O)O)NC(=O)c2cc([N+](=O)[O-])cc(I)c2NCCC(C(N)=O)NC1=O (stereo partly specified)
→ 3 | 4 | -4 | -5 | -2.0 | -0.2 | 97 | 0 | 7 | 0
C/C(=N\Nc1cccc2cccnc12)c1ccccc1O
→ 5 | 6 | -3 | -5 | 1.7 | -0.4 | 101 | -11 | -17 | 9
COc1cccc(NC(=S)NNC(=O)CCn2cc([N+](=O)[O-])cn2)c1
→ -3 | -7 | 0 | 8 | -3.2 | -0.1 | 100 | 1 | 3 | -5
C[C@H](NC(N)=O)C(=O)OCC(=O)NCc1cccs1
→ 3 | 20 | 12 | -17 | 2.8 | -0.3 | 97 | 1 | -2 | 5
CNC(=S)Nc1ccc(C23CC4CC(CC(C4)C2)C3)cc1
→ -6 | 13 | 19 | -3 | -1.2 | 2.9 | 103 | -3 | -9 | -2
NC(=O)C1=C[C@H](c2csc3ccccc23)C[C@H](OCCCCO)O1
→ 8 | -3 | -7 | -5 | -1.3 | 0.0 | 102 | 0 | -5 | 2
CCOC(=O)Cn1c(C)c(Br)c(=O)c2cccc(C)c21
→ 4 | 7 | 18 | -5 | 1.2 | 0.0 | 94 | 2 | -1 | 2
COC(=O)Cc1cc(=O)oc2cc(OC)ccc12
→ 2 | -1 | / | -7 | -1.5 | -0.1 | 102 | 3 | 4 | 4
CNC(=S)N1N=C(c2ccccc2)CC1c1ccc(Br)cc1 (stereo unspecified)
→ 0 | -24 | 3 | -9 | -1.4 | -0.1 | 89 | -3 | -13 | 0
S=C(Nc1ccccc1)N1CCN(C/C=C/c2ccccc2)CC1
→ -4 | -4 | -7 | -19 | -1.6 | -0.1 | 116 | 1 | -18 | 5
CCN(Cc1ccccc1)C(=O)C1CCN(C/C(C)=C/c2ccccc2)CC1
→ -4 | -10 | -12 | -17 | 1.5 | 0.2 | 99 | -4 | -3 | 11
Cc1csc(NC(=O)C2=COCCO2)n1
→ 4 | 15 | -5 | -1 | -2.5 | -0.1 | 103 | -3 | 0 | 9
Cc1c(Cl)cccc1NC(=O)C1CC2CCC1C2 (stereo unspecified)
→ 2 | 7 | 15 | 4 | -0.6 | -0.1 | 95 | -1 | 5 | 6
COc1ccc(-c2cn3c(C)c(C(=O)NCCN4CCOCC4)sc3n2)cc1
→ -4 | -5 | -5 | -6 | -1.2 | 0.5 | 98 | -2 | 16 | 6
O=S1(=O)CC(N2CCCCC2)CN1C1CCCCC1 (stereo unspecified)
→ 2 | / | / | -9 | / | 0.1 | 96 | 1 | 4 | /
CCOc1ccc(N(CC(=O)NC2CCCC2)S(=O)(=O)c2c(C)noc2C)cc1
→ 0 | -1 | 15 | / | -0.7 | 0.3 | 93 | -1 | -2 | 2

Compound profiles, from the list above. Values in the order: m5-HT2A agonist, PDI inh, Vif inh, CaV13 ICDI inh, MC4R barr agon, aDG glyco act, ABCB6 inh 2, N-glyco inh, Cardio protect, MC4R antag cAMP
Listed for Cc1c(Cl)cccc1NC(=O)C1CC2CCC1C2 (stereo unspecified) = 2, 7, 15, 4, -0.6, -0.1, 95, -1, 5, 6
Listed for CCN(Cc1ccccc1)C(=O)C1CCN(C/C(C)=C/c2ccccc2)CC1 = -4, -10, -12, -17, 1.5, 0.2, 99, -4, -3, 11
Listed for CNC(=S)N1N=C(c2ccccc2)CC1c1ccc(Br)cc1 (stereo unspecified) = 0, -24, 3, -9, -1.4, -0.1, 89, -3, -13, 0

Additional compounds.
Second line of a record – m5-HT2A agonist | PDI inh | Vif inh | CaV13 ICDI inh | MC4R barr agon | aDG glyco act | ABCB6 inh 2 | N-glyco inh | Cardio protect | MC4R antag cAMP
O=C(NCCC1=CCCCC1)C1CCC(CNS(=O)(=O)c2ccccc2)CC1 (stereo unspecified)
→ -5 | 4 | 2 | -3 | 1.1 | -0.1 | 93 | -4 | 0 | 7
O=C(Nc1cccc(-c2nc3cccnc3s2)c1)c1ccco1
→ -2 | -4 | 97* | -8 | -0.1 | -0.2 | 97 | 3 | 70* | -2
O=C(O)CCCC(=O)N1CCc2cc(S(=O)(=O)NCc3ccc(F)cc3)ccc21
→ 9 | -1 | 6 | -5 | -2.7 | 0.0 | 97 | 4 | -1 | 1
CCOC(=O)CNC(=O)Cc1ccc(OC)cc1
→ 2 | 7 | -1 | 5 | 0.8 | 0.0 | 94 | -2 | 4 | 8
Cc1nc2nc[nH]c2cc1Br
→ -1 | 1 | 19 | / | 0.2 | -0.1 | 93 | 1 | -12 | 1
O=C(CC(c1ccco1)C1CCCCC1=O)c1ccco1 (stereo unspecified)
→ 3 | 1 | 10 | / | -0.8 | -0.1 | 105 | -1 | -3 | -4
CCOC(=O)CN(C(=O)CSc1nnc2c(n1)[nH]c1ccc(F)cc12)c1ccccc1
→ 8 | 11 | -13 | / | 1.1 | -0.4 | 97 | -6 | 11 | 3
CCCN(CCC)CCCNC(=O)C(NS(=O)(=O)c1ccc2c(c1)CCC(=O)N2)c1ccccc1 (stereo unspecified)
→ 1 | 2 | -2 | -7 | -4.9 | 0.2 | 98 | 2 | -6 | -3
Cc1ccc2cc(C3CC(c4ccco4)=NN3S(=O)(=O)c3ccccc3)c(Cl)nc2c1 (stereo unspecified)
→ -3 | 13 | 0 | -3 | -1.5 | -0.7 | 102 | -10 | -3 | 6
Cc1ccc(-n2sc3cc(F)ccc3c2=O)c(C)c1
→ 3 | 1 | 3 | -7 | 8.8* | 3.4 | 100 | -2 | -31 | -3
COc1ccc(NC(=O)CNC(=O)Cc2ccccc2)cc1OC
→ -2 | 1 | 28 | -4 | 1.0 | 0.1 | 104 | 1 | 4 | 16
O=C(Nc1ccccc1)OCc1cncs1
→ -2 | 0 | -1 | -7 | -3.1 | 0.4 | 101 | 2 | 4 | 16
NC(=O)[C@@H]1CC2(CC(c3cccc(NC(=O)CC(c4ccccc4)c4ccccc4)c3)=NO2)CN1C(=O)COc1ccc(Cl)cc1 (stereo partly specified)
→ 4 | 0 | / | -11 | -0.9 | -0.4 | 89 | -9 | 0 | 10
Cn1c(NNC(=O)C2CCCCC2)cc(=O)n(C)c1=O
→ -1 | -2 | -5 | -19 | -1.8 | -0.4 | 100 | 1 | -1 | 12
COc1ccc(-c2c(C)n([O-])c3c([n+]2=O)CCC3)cc1OC
→ -1 | 0 | / | -4 | -1.5 | -0.4 | 94 | 0 | -3 | -2
COc1ccccc1NC(=O)Cc1csc(NC(=S)Nc2ccc(C)cc2)n1
→ 0 | 6 | -4 | -7 | 1.5 | 0.1 | 97 | -3 | 1 | -2
CC(=O)c1cc(NC(=O)c2cccc(C(F)(F)F)c2)c(=O)oc1/C=C/N(C)C
→ 0 | 7 | 48 | -10 | -0.7 | 0.1 | 93 | 0 | 3 | -2
Cc1ccc(Cn2cccc(-c3nc4ccccc4s3)c2=O)cc1
→ 2 | -5 | -4 | -3 | 1.5 | 1.3 | 93 | -1 | -13 | 5
O=[N+]([O-])c1ccc(C[n+]2ccc(Cc3ccccc3)cc2)cc1
→ 2 | -2 | -2 | -7 | 1.3 | -0.5 | 98 | 11 | 1 | 18
CCC1CN2CCc3cc(OC)c(OC)cc3C2CC1CC1c2cc(OC)c(OC)cc2CCN1C(=O)C(Cc1c[nH]c2ccccc12)NC(=O)OC(C)(C)C (stereo unspecified)
→ -3 | 21 | 1 | -10 | 1.1 | -0.5 | 186 | -3 | 9 | 0

Of the compounds above, these contain an NH in an aromatic ring:
Second line of a record – m5-HT2A agonist | PDI inh | Vif inh | CaV13 ICDI inh | MC4R barr agon | aDG glyco act | ABCB6 inh 2 | N-glyco inh | Cardio protect | MC4R antag cAMP
Cc1nc2nc[nH]c2cc1Br
→ -1 | 1 | 19 | / | 0.2 | -0.1 | 93 | 1 | -12 | 1
CCOC(=O)CN(C(=O)CSc1nnc2c(n1)[nH]c1ccc(F)cc12)c1ccccc1
→ 8 | 11 | -13 | / | 1.1 | -0.4 | 97 | -6 | 11 | 3
CCC1CN2CCc3cc(OC)c(OC)cc3C2CC1CC1c2cc(OC)c(OC)cc2CCN1C(=O)C(Cc1c[nH]c2ccccc12)NC(=O)OC(C)(C)C (stereo unspecified)
→ -3 | 21 | 1 | -10 | 1.1 | -0.5 | 186 | -3 | 9 | 0

The list continues:
Second line of a record – m5-HT2A agonist | PDI inh | Vif inh | CaV13 ICDI inh | MC4R barr agon | aDG glyco act | ABCB6 inh 2 | N-glyco inh | Cardio protect | MC4R antag cAMP
CCCCNC(=S)N(C)/N=C/c1ccc(OCc2ccc(C(=O)OC)cc2)c(OC)c1
→ -3 | 15 | -10 | -8 | -0.9 | 0.1 | 95 | -3 | -2 | 7
CC12CCC3(CC1CCC1OC12)OCCO3 (stereo unspecified)
→ -3 | -2 | 6 | -9 | -3.1 | -0.1 | 78 | -1 | 0 | 0
O=C(COC(=O)C1CC2CCCC(C1)C2=O)NNC(=O)c1ccc([N+](=O)[O-])cc1 (stereo unspecified)
→ 2 | -1 | 13 | -6 | -3.0 | 0.2 | 97 | 2 | -2 | 0
O=C(Cn1nnc2ccccc2c1=O)NCc1ccc(Cl)cc1
→ -2 | -14 | -6 | -5 | -2.4 | 0.3 | 94 | 1 | -9 | -1
COc1ccc(/C(C)=N/OC/C(O)=C(\C#N)c2nc3ccccc3[nH]2)cc1OC
→ -2 | 3 | -1 | -4 | 1.7 | -0.1 | 117 | 4 | 6 | 9
Cc1ccc(S(=O)(=O)NC(=O)COc2ccccc2)cc1
→ 5 | 0 | 11 | -5 | -1.6 | -0.2 | 97 | 1 | 8 | 0
CCOc1ccc(C(C)NC(=O)c2ccccc2F)cc1 (stereo unspecified)
→ 0 | 0 | 2 | -5 | -3.6 | 0.0 | 101 | -1 | -3 | 9
Fc1ccccc1Nc1nc(N2CCOCC2)nc(N2CCOCC2)n1
→ 0 | -4 | 9 | -5 | -1.1 | -0.2 | 96 | -2 | 3 | 3
CC1=CC(C)=Nc2ccc(C)cc2N1
→ -4&-2 | -8&-4 | -3 | -4 | -0.6&-0.4 | 0.1&-0.3 | 101&102 | -3&-3 | -14&-1 | 0&-3
Cc1ccc(N(Cc2ccc(C(=O)NCCSc3ccccn3)cc2)S(C)(=O)=O)cc1C
→ 3 | 1 | 10 | -3 | 1.1 | 0.1 | 101 | -5 | 35 | 5
O=C(CNS(=O)(=O)c1ccccc1)Nc1ccccc1Br
→ -2 | -9 | -12 | / | -3.3 | 0.0 | 88 | -1 | 6 | 9
